NCI-60 one-dose screen, 48 h, at 10 µM unless noted. Numbers give growth in % (100 = growth as untreated, 0 = no growth, -100 = all killed).
UACC-257: UACC-257 melanoma; hit rate 4.4% among 78,000
SK-MEL-28: SK-MEL-28 melanoma; hit rate 4.1% among 81,000
EKVX: EKVX NSCLC; hit rate 3% among 71,000; AID 1794765
UACC-62: UACC-62 melanoma. hit rate 5.4% among 81,000
SK-MEL-5: SK-MEL-5 melanoma | AID 1794755 | hit rate 6.4% among 80,000
A549/ATCC: A549/ATCC NSCLC. AID 1794740. hit rate 3.7% among 81,000
HOP-92: HOP-92 NSCLC cells | AID 1794738 | hit rate 6.3% among 71,000
M14: M14 melanoma; hit rate 6.2% among 80,000
* hit, by the source's call; . = not tested or not shown; & = joins results of further samples. The calls were made as follows: active = growth percent below 10; inactive = the rest.

SMILES	UACC-257	SK-MEL-28	EKVX	UACC-62	SK-MEL-5	A549/ATCC	HOP-92	M14
CN(C)CCC(=O)c1cccc2ccccc12	111	107	108	100	102	104	107	108
CC(C)(C)n1nnnc1C(NC12CC3CC(CC(C3)C1)C2)c1ccccc1 (stereo not drawn)	104	101	86	97	101	102	116	97
CC1=CC(C)C(=O)N(CCN2CCOCC2)C(C)=C1 (stereo not drawn)	111	108	112	108	103	96	123	114
C[N+](C)(C)CCCC#CC[N+]1(C)CCc2ccccc2C1 (stereo not drawn)	104	113	96	96	104	97	98	106
COc1ccc(OC)c(/C=C2\Oc3cc(OCCN4CCCC4)ccc3C2=O)c1	.	101	95	100	89	103	92	98
CNC(=O)c1nnn(-c2ccccc2)c1N	110	115	106	101	101	107	117	110
O=C(Nc1cccc2c1C(=O)c1ccc(Nc3cc(NC(=O)c4ccccc4)c4c(c3)C(=O)c3ccccc3C4=O)cc1C2=O)c1ccccc1	.	104	.	104	100	.	112	112
Cc1cc(=O)[nH]c(SCC(=O)Nc2nc(-c3ccc(Cl)cc3)cs2)n1	105	121	101	96	90	105	91	98
N#Cc1nc2c(S(=O)(=O)c3ccc(Cl)cc3)c(N)n(Nc3cccc(Cl)c3)c2nc1C#N	48	26	33	49	43	43	-33*	79
COC(=O)CCCCCCCCCC(=O)O	103	109	104	102	103	100	74	103
COc1ccc(/C=C(\C#N)c2nc(N)nc(Nc3ccc(S(N)(=O)=O)cc3)n2)cc1	104	107	97	95	89	104	115	103
CC1(C)C2CC=C(CCO)C1C2 (stereo not drawn)	99	101	.	100	97	100	108	100
O=C(Nc1ccc(F)c(Cl)c1)c1n[nH]c(=O)c2ccccc12	.	115	123	81	91	92	97	115
COC1=CC(c2ccc[nH]2)=N/C1=C\c1[nH]c(C)c(C(=O)OCCn2cc(CCCCCCCCC[C@@H]3Cc4cc(O)ccc4C4CC[C@]5(C)[C@@H](O)CC[C@H]5C43)nn2)c1C (stereo partly drawn)	104	96	.	41	91	90	78	92
NC(N)=Nc1ccc(Nc2cccc(Oc3ccc(Cl)c(C(F)(F)F)c3)c2)cn1	32	61	31	46	28	20	.	41
Cc1ccc(S(=O)(=O)OC2CCCCC2)cc1	112	115	.	104	99	96	.	108
O=C1/C(=C/c2ccc(Cl)cc2)Sc2c(Br)cccc21	101	113	74	92	94	90	98	103
CC(C)c1ccc(S(=O)(=O)Nc2sc3c(c2C(N)=O)CCC(=O)C3)cc1	100	108	101	98	103	100	90	97
CN1CCc2c(sc3ncnc(N/N=C/c4ccc5ccccc5c4)c23)C1	107	100	90	79	98	43	89	82
CCC(=C(c1ccc(OCCN2CCCC2)cc1)c1ccc(OCCN2CCCC2)cc1)c1ccc(Cl)cc1	-58*	-82*	93	-47*	-83*	-28*	39	-75*
CCOCCOCCN1CNc2nc(N)[nH]c(=O)c2C1	90	112	102	97	131	102	108	102
CC(C1=C(CN(CCc2ccccc2)C(=O)Cc2cn(-c3ccccc3)nc2-c2ccc(Cl)cc2)Cc2ccccc21)c1ccccn1 (stereo not drawn)	94	106	79	74	84	89	67	91
ClCC1(CSc2ncnc3nc[nH]c23)COC1	111	114	111	107	109	93	.	109
Cc1ccc2c(n1)C(=O)C(Br)=C(C(C)C)C2=O	91	113	86	96	102	95	67	98

An excerpt of these results, with two lines to a compound:
Every second line gives: UACC-257, SK-MEL-28, EKVX, UACC-62, SK-MEL-5, A549/ATCC, HOP-92, M14
CN(C)CCC(=O)c1cccc2ccccc12
  111, 107, 108, 100, 102, 104, 107, 108
CC(C)(C)n1nnnc1C(NC12CC3CC(CC(C3)C1)C2)c1ccccc1 (stereo not drawn)
  104, 101, 86, 97, 101, 102, 116, 97
CC1=CC(C)C(=O)N(CCN2CCOCC2)C(C)=C1 (stereo not drawn)
  111, 108, 112, 108, 103, 96, 123, 114
C[N+](C)(C)CCCC#CC[N+]1(C)CCc2ccccc2C1 (stereo not drawn)
  104, 113, 96, 96, 104, 97, 98, 106
COc1ccc(OC)c(/C=C2\Oc3cc(OCCN4CCCC4)ccc3C2=O)c1
  ., 101, 95, 100, 89, 103, 92, 98
CNC(=O)c1nnn(-c2ccccc2)c1N
  110, 115, 106, 101, 101, 107, 117, 110
O=C(Nc1cccc2c1C(=O)c1ccc(Nc3cc(NC(=O)c4ccccc4)c4c(c3)C(=O)c3ccccc3C4=O)cc1C2=O)c1ccccc1
  ., 104, ., 104, 100, ., 112, 112
Cc1cc(=O)[nH]c(SCC(=O)Nc2nc(-c3ccc(Cl)cc3)cs2)n1
  105, 121, 101, 96, 90, 105, 91, 98
N#Cc1nc2c(S(=O)(=O)c3ccc(Cl)cc3)c(N)n(Nc3cccc(Cl)c3)c2nc1C#N
  48, 26, 33, 49, 43, 43, -33*, 79
COC(=O)CCCCCCCCCC(=O)O
  103, 109, 104, 102, 103, 100, 74, 103
COc1ccc(/C=C(\C#N)c2nc(N)nc(Nc3ccc(S(N)(=O)=O)cc3)n2)cc1
  104, 107, 97, 95, 89, 104, 115, 103
CC1(C)C2CC=C(CCO)C1C2 (stereo not drawn)
  99, 101, ., 100, 97, 100, 108, 100
O=C(Nc1ccc(F)c(Cl)c1)c1n[nH]c(=O)c2ccccc12
  ., 115, 123, 81, 91, 92, 97, 115
COC1=CC(c2ccc[nH]2)=N/C1=C\c1[nH]c(C)c(C(=O)OCCn2cc(CCCCCCCCC[C@@H]3Cc4cc(O)ccc4C4CC[C@]5(C)[C@@H](O)CC[C@H]5C43)nn2)c1C (stereo partly drawn)
  104, 96, ., 41, 91, 90, 78, 92
NC(N)=Nc1ccc(Nc2cccc(Oc3ccc(Cl)c(C(F)(F)F)c3)c2)cn1
  32, 61, 31, 46, 28, 20, ., 41
Cc1ccc(S(=O)(=O)OC2CCCCC2)cc1
  112, 115, ., 104, 99, 96, ., 108
O=C1/C(=C/c2ccc(Cl)cc2)Sc2c(Br)cccc21
  101, 113, 74, 92, 94, 90, 98, 103
CC(C)c1ccc(S(=O)(=O)Nc2sc3c(c2C(N)=O)CCC(=O)C3)cc1
  100, 108, 101, 98, 103, 100, 90, 97
CN1CCc2c(sc3ncnc(N/N=C/c4ccc5ccccc5c4)c23)C1
  107, 100, 90, 79, 98, 43, 89, 82

The list goes on.
SMILES	UACC-257	SK-MEL-28	EKVX	UACC-62	SK-MEL-5	A549/ATCC	HOP-92	M14
COc1cc(/C(C)=N/NC(=O)CSc2nc3ccccc3c(=O)n2CCc2ccc(S(N)(=O)=O)cc2)cc(OC)c1OC	74	109	97	92	85	78	.	102
COc1ccc(OC)c(Nc2n[nH]c(Cc3ccccc3)n2)c1	88	111	100	93	102	88	.	109
Nc1[nH]c(=O)[nH]c(=O)c1-c1c(-c2ccc3c(c2)OCO3)[nH]c2[nH]c(=O)[nH]c(=O)c12	121	102	97	106	100	111	117	108
N#Cc1c(-c2ccc(Cl)cc2)csc1NC(=O)Nc1cccc(C(F)(F)F)c1	28	14	17	12	22	11	-4.9*	20
CS(=O)(=O)OCCN(CCOS(C)(=O)=O)c1cccc(Cl)c1	102	128	89	97	117	102	117	109
O=NC1C(Cl)C2CC1C1COCC21 (stereo not drawn)	.	105	97	106	107	97	119	98
CCCCCCNC(=O)Oc1ccc(/C(=C(/C)Cc2ccc(OC)cc2)c2ccc(OCCN3CCCCC3)cc2)cc1	89	97	82	88	80	78	61	85
c1ccc(-c2nc3ccccc3o2)cc1	120	116	98	106	105	110	115	114
CCOC(=O)c1ccc(NC(=O)Nc2cnn(-c3ccc(S(N)(=O)=O)cc3)c2-c2ccccc2)cc1	89	129	109	104	99	86	97	112
COC(=O)c1c(C(=O)OC)c2n(CC(=O)Nc3cccc4cccnc34)c3ccccc3n2c1C(=O)c1ccc(C#N)cc1	108	106	104	94	90	99	.	110
CCOC(=O)c1cnn2c(-c3ccccc3O)nc(NCc3ccccc3)nc12	78	106	79	73	95	62	88	100
Oc1ccc2ccccc2c1CNc1ccc(Cl)cc1	91	89	81	41	79	73	102	41
COC(=O)CCCN1C(=O)/C(=C/N2N=C(c3ccc(OC)cc3)CC2c2ccc(OC)cc2)SC1=S (stereo not drawn)	93	91	72	87	83	73	69	84
O=S(=O)(O)c1cc(Cl)cc(N=Nc2ccc(O)cc2O)c1O	96	107	100	91	104	100	109	99
CCOC(=O)[C@@]12N(Cc3ccccc3)C3[C@@H]4[C@]15N(CC21CCC[C@@H]31)C(=O)C(=O)N5c1ccccc1[C@@]4(C)O (stereo partly drawn)	97	108	91	80	91	94	74	98
CC1=NN(Cc2nc(-c3ccc(Cl)cc3)n[nH]2)C(=O)C1	106	112	100	98	99	109	88	109
Cn1cc(-c2csc(-c3ccc4ccccc4c3)n2)c2cc(Br)cnc21	90	101	90	86	95	81	102	99
COc1ccc(COC(C)=O)cc1	109	113	113	111	108	100	.	108
CCn1c(O)c(N=Nc2ccc(S(N)(=O)=O)cc2)c2cc(Br)ccc21	117	112	92	90	102	98	108	105
CCCCCCCOc1cccc(/C=C2/C(=O)N=C3SCCCN32)c1	68	82	74	55	64	95	63	71
Cc1ncsc1/C=C1/C(=O)Nc2ccccc21	119	111	44	95	94	103	92	99
CC(C)(C)CC(C)(C)c1ccc(O)c(Cl)c1	109	97	104	106	99	107	85	97
CC(=O)c1ccc2c(c1)CCC2	103&102	106&100	.	105&107	111&101	105&98	97	99&98
Cc1cc(Cc2cc(C)c(C)c(C)c2C)c(C)c(C)c1C	123	111	119	107	98	105	85	105

One compound at a time, as listed above. Order of values: UACC-257	SK-MEL-28	EKVX	UACC-62	SK-MEL-5	A549/ATCC	HOP-92	M14
COC(=O)CCCN1C(=O)/C(=C/N2N=C(c3ccc(OC)cc3)CC2c2ccc(OC)cc2)SC1=S (stereo not drawn) reads 93	91	72	87	83	73	69	84
CCn1c(O)c(N=Nc2ccc(S(N)(=O)=O)cc2)c2cc(Br)ccc21 reads 117	112	92	90	102	98	108	105
O=S(=O)(O)c1cc(Cl)cc(N=Nc2ccc(O)cc2O)c1O reads 96	107	100	91	104	100	109	99

(listing goes on)
SMILES	UACC-257	SK-MEL-28	EKVX	UACC-62	SK-MEL-5	A549/ATCC	HOP-92	M14
CCCS(=O)(=O)Oc1ccc(-c2cn3ccsc3n2)cc1	102	102	96	91	97	97	135	105
CN(C(=O)CN1C(=O)/C(=C/c2ccco2)SC1=S)C1CCS(=O)(=O)C1 (stereo not drawn)	96	105	98	90	98	102	102	95
O=C(Nc1ccc(C23CC4CC(CC(c5ccccc5)(C4)C2)C3)cc1)c1cccs1	75	79	.	64	56	73	87	71
O=S(=O)(NCCCNc1cc(-c2c(-c3cccc(O)c3)nc3sccn23)ccn1)c1c(Cl)cccc1Cl	90	78	58	58	44	81	73	58
Cc1nc([P+](c2ccccc2)(c2ccccc2)c2ccccc2)c(NCCO)o1	62	89	93	80	96	104	82	104
NCCCNc1nc2ccc(F)cc2c2c(=O)c3cc(F)ccc3sc12	98	105	76	99	91	78	45	92
COc1ccc(Cc2cc(-c3ccccc3C)n[nH]c2=O)cc1	119	106	108	95	99	100	23	115
Cc1ccc(C(=O)COc2cccc(/C=C3\Oc4ccc(Cl)cc4C3=O)c2)cc1	107	108	97	100	99	96	42	86
FC(F)(F)c1ccc(-c2ccc3c(c2)C2CC3CCN2Cc2ccccc2)cc1 (stereo not drawn)	90	93	99	91	89	90	81	97
CN1C(=O)N(C)C2C1NN=c1s/c(=C\c3ccc[nH]3)c(=O)n12 (stereo not drawn)	96	100	107	87	98	96	90	76
Cn1cc(-c2ccc3c(c2)OCCO3)c(C(=O)NCc2ccc(F)cc2)n1	.	106	90	103	93	.	74	116
COc1ccc(Br)c2c1C(=O)CC2	119	135	106	90	109	122	95	110
OC(Cn1cncn1)(Cn1cncn1)c1ccc(F)cc1F	112	116	96	102	.	104	.	96
COc1cccc(/C=N/NC(=O)C[N+](C)(C)C)c1OC	102	122	101	101	102	99	.	111
O=C(N/N=C/c1ccc(Cl)cc1)c1ccc2cccc(O)c2n1	102	104	85	88	99	101	99	101
Clc1cc2c(nn1)Nc1ccccc1S2	74	109	52	95	95	92	84	107
COc1ccc(C2CC(c3cccc(Nc4nc(Cl)nc5cc(OC)c(OC)cc45)c3)=Nc3c(N)nc(N)nc3N2)cc1 (stereo not drawn)	106	101	92	96	72	82	.	94
O=C(O)/C=C(/C(=O)O)C1CCCC1	.	111	100	104	103	99	100	104
CCC/C(=C(/C#N)C(=O)OCC)c1ccccc1	88	110	118	97	109	85	100	102
COc1ccc2nc(-c3ccc(Cl)cc3)cc(-c3nnc(SC/C(=N\O)c4ccccc4)n3-c3ccccc3)c2c1	72	94	96	89	79	63	95	79
CCCCCCCCCCCCC/C=C/CC(CC(=O)O)C(=O)Nc1ccc(-n2c(=O)cc(C)n2C)cc1 (stereo not drawn)	103	111	94	96	111	100	96	110
O=C1CCC23OC(c4ccccc4)(C(=O)c4ccccc4N12)C1Nc2ccccc2SCC(=O)N13 (stereo not drawn)	91	98	64	77	89	67	35	80
CC(CC(C#N)(c1ccccc1)c1ccccc1)OS(C)(=O)=O (stereo not drawn)	77	115	93	102	103	76	85	91

Assay outcomes deposited in PubChem BioAssay by NCI.
